IMP-1 inh – IMP-1 metallo-beta-lactamase inhibitors, primary screen, biochemical, epi-absorbance readout, Pseudomonas aeruginosa enzyme. purified IMP-1, nitrocefin hydrolysis, epi-absorbance fluorescence. inhibition, % at 5.6 µM. metallo-beta-lactamase IMP-1 (Pseudomonas aeruginosa). 0.45% of 290,000 active;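 active means inhibition above the mean plus 3 SD of all compounds in the same screening run, cut at about 4.5% in these data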;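 further: 0% = IMP-1 with DMSO and 100% = DMSO wells lacking enzyme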
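System: purified recombinant IMP-1 beta-lactamase. Medium: Zinc- and detergent-supplemented HEPES buffer, pH 7.1. Compound: one 5.6 µM dose […]. Schedule: 15 min preincubation plus 25 min reaction at 25 °C. Technique: Epi-absorbance fluorescence, 480 nm excitation, 530 nm emission.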
FID counter – compounds displacing fluorescent DNA intercalator, primary screen, artefact control for HCV NS3 helicase inhibitor project, biochemical, FID fluorescence; DNA fluorescent intercalator displacement; 0.17% of 290,000 active; inhibition, % at 7.9 µM; in the data active means inhibition above about 37%;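 further: 0% = vehicle and 100% = reference compound; higher means more ethidium bromide displaced from hairpin DNA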
PHOSPHO1 inh – PubChem AID 1565; Phosphoethanolamine/phosphocholine phosphatase (Homo sapiens), Q8TCT1; recombinant PHOSPHO1, absorbance phosphatase assay; inhibition, % at 13.3 µM; 1.1% of 290,000 active; in the data active means inhibition above about 60%
V1R ag counter – agonists of human V1a receptor, primary screen, counter-screen for OXTR agonist project, fluorescence, CHO-V1R cells; 0.25% of 320,000 active; Fluo-8 calcium fluorescence, agonist mode; 0% DMSO, 100% 3 nM vasopressin; activation, % at 3 µM; AID 2797, 2010; Vasopressin V1a receptor (Homo sapiens), P37288;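 active means activation above the mean activation of all tested compounds plus 3 SD, per screening run, cut at about 20% in these data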;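 further: signal is peak over basal fluorescence ratio across a 100 second FLIPR read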
Target sequence (P37288 whole entry, looked up): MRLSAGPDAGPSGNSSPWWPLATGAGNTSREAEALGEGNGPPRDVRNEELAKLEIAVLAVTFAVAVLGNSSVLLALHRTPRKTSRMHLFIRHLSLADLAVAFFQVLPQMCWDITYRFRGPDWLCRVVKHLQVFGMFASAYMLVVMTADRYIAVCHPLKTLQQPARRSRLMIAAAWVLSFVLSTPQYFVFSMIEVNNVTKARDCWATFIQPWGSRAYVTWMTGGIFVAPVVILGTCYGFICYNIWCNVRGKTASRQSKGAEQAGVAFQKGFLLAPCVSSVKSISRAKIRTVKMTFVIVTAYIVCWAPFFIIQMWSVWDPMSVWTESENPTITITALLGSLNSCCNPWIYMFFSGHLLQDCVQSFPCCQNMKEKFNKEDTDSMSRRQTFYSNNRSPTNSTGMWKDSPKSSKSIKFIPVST
VIM-2 inh – VIM-2 metallo-beta-lactamase inhibitors, primary screen, biochemical, epi-absorbance readout, Pseudomonas aeruginosa enzyme. 0.89% of 290,000 active. AID 1527, 2009. purified VIM-2, nitrocefin hydrolysis, epi-absorbance fluorescence. inhibition, % at 5.6 µM;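 active means inhibition above the mean of all tested compounds plus 3 SD, cutoff set per screening run, cut at about 7.5% in these data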;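 further: red hydrolysis product quenches plate fluorescence so inhibitors raise well fluorescence; 0% = enzyme with DMSO and 100% = DMSO without enzyme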
OXTR agonist – human OXTR agonists, primary screen, fluorescence, CHO-OTR cells, Fluo-8 calcium; activation, % at 3 µM; 0.32% of 320,000 active; AID 2435, 2010; Fluo-8 calcium fluorescence; normalized: DMSO 0%, oxytocin 100%;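 active means activation above the mean of all tested compounds plus 3 SD, cutoff set per screening run, cut at about 20% in these data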;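 further: peak over basal fluorescence ratio from a 100 s FLIPR kinetic read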
GalR3 antag – GalR3 antagonists in HEK293 cells, primary screen, cell-based, fluorescence readout | HEK293 GalR3-CNG cAMP membrane potential fluorescence; galR3 body fused to GalR1 C-terminus | 0.44% of 360,000 active | Galanin receptor type 3 (Homo sapiens), O60755 | inhibition, % at 3 µM | AID 651719, 2012;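 active means inhibition above the screen-wide average plus 3 SD, cut at about 13% in these data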;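 further: forskolin and galanin both at EC90 stimulate the cells; cAMP rise reported by CNG channel membrane potential dye signal; 0% = forskolin plus galanin with DMSO and 100% = forskolin alone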
Target sequence (O60755 1-299 limits assumed): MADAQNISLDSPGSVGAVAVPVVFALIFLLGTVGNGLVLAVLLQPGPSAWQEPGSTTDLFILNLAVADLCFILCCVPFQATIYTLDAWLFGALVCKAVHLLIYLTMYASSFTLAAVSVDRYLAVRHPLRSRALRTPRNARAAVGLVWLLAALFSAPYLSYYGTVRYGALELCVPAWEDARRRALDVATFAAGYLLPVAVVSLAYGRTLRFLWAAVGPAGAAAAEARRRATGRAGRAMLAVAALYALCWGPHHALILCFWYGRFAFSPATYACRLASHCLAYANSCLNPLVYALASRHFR
HCV NS3 hel inh – inhibitors of HCV NS3 helicase, primary screen, biochemical, Cy5 molecular beacon fluorescence; Hepatitis C virus NS3 helicase; NS3 helicase DNA unwinding; inhibition, % at 10.9 µM; 0.56% of 290,000 active; AID 1800, 2009;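 active means inhibition above the mean of all tested compounds plus 3 SD, set per campaign, cut at about 35% in these data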;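 further: 0% = DMSO wells and 100% = thioflavine S control wells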
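Material: hepatitis C virus NS3 helicase domain fragment enzyme; measured by: Cy5 fluorescence, 0 and 60 min reads; control set: DMSO and thioflavine S; incubation: 60 min unwinding reaction at 25 °C after ATP addition; read-out basis: % inhibition from 60/0 min fluorescence ratio, DMSO 0%, thioflavine S 100%; repeats: singlicate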
GPR7 antagonist – GPR7 receptor antagonists, primary screen, cell-based, fluorescence, single concentration | Neuropeptides B/W receptor type 1 (Homo sapiens), P48145 | GPR7-expressing cells, fluorescence antagonist assay | inhibition, % at 4.4 µM | 1.1% of 290,000 active; in the data active means inhibition above about 16%, passing the limit was not always enough;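 further: cells stimulated with the agonist NPW; 0% = agonist with vehicle and 100% = vehicle without agonist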
Target sequence (P48145 whole entry, looked up): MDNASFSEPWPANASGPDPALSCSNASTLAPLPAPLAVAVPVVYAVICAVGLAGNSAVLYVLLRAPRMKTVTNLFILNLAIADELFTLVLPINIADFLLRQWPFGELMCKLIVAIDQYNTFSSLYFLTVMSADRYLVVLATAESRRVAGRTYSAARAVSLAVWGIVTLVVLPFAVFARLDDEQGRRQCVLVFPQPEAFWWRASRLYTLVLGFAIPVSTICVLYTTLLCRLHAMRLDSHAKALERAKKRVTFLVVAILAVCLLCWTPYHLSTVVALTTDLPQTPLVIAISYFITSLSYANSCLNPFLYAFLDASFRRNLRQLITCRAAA
Active calls of the source: *; / = not tested or not shown.

SMILES	IMP-1 inh	FID counter	PHOSPHO1 inh	V1R ag counter	VIM-2 inh	OXTR agonist	GalR3 antag	HCV NS3 hel inh	GPR7 antagonist
COc1ccc(S(=O)(=O)Nc2ccc(S(=O)(=O)Nc3nccs3)cc2)cc1	-3.4	-8	44	0.5	-1.3	0.2	0	0	-11
C[n+]1ccccc1/C=C1\Sc2ccccc2N1CCO	-1.9	-4	29	1.5	-2.5	0.1	-9	-3	-5
O=C(NC(=S)N1CCN(c2ccccc2)CC1)c1ccccc1	-3.7	-20	-134	-0.3	-4.4	-0.5	2	-23	0
Cc1ccc(NC(=O)c2ccc(CSc3nccc(C)n3)cc2)cc1	-0.9	-15	9	-0.1	0.7	-2.1	-7	9	11
C[N+](C)(CC#N)C/C=C\c1ccccc1	-5.7	-11	41	0.2	2.1	1.4	1	-13	4
O=C1C(Cl)=C(NCC2CCCO2)C(=O)N1c1cccc(Cl)c1Cl (stereo unspecified)	-2.2	-6	26	2.5	-5.0	2.6	-2	16	-7
CC1(c2ccccc2)CC(c2ccccc2)=Nc2nonc2N1 (stereo unspecified)	-2.1	-8	-18	-1.7	-1.4	-1.9	-2	4	1
Cc1ccc(S(=O)(=O)NCC2CCC(C(=O)NC3CCCCC3)CC2)cc1 (stereo unspecified)	-1.7	-35	23	4.2	-3.0	-1.4	-10	1	4
Cc1ccc(S(=O)(=O)Nc2nc3n(n2)C(c2ccc(Cl)cc2)CC(=O)N3)cc1 (stereo unspecified)	-2.3	-32	21	-0.5	1.5	0.2	3	1	-14
CCn1c(CSc2nc3ccccc3n2C)nc2ccccc21	-3.4	-18	-10	2.8	0.7	0.8	-1	-29	-5
COCc1cc(CNC(=O)C2CCC(=O)N(Cc3ccccc3OC)C2)[nH]n1 (stereo unspecified)	-1.7	-9	46	2.3	0.2	0.2	-2	4	-7
CCOC(=O)C(NC(=O)N1CCCCC1)(c1ccccc1)C(F)(F)F (stereo unspecified)	-2.1	1	9	-0.1	-1.8	0.1	-3	-6	0
O=C1c2cccc(OCC(=O)N3N=C(c4cccs4)CC3c3ccc(F)cc3)c2CCN1Cc1ccccc1 (stereo unspecified)	0.2	-3	-12	3.2	-0.7	0.7	-5	10	-9
Cc1cc(C)nc(-n2nc(C)c3c(=O)[nH]c(C(F)(F)F)nc32)n1	-4.6	4	-7	0.3	-1.5	0.4	-3	5	-1
CCNC(=O)CN(c1ccc(Oc2ccccc2)cc1)S(=O)(=O)c1ccccc1	-3.9	-55	33	5.7	-3.0	1.2	-3	-5	13
COc1ccc(-c2nnn(CC(=O)N(C3CCCCC3)C(C)C(=O)NC3CCCC3)n2)cc1OC (stereo unspecified)	-2.4	-31	18	0.1	-2.0	-1.4	-2	-6	26
CC(=O)Oc1ccc(C(=O)Nc2cccc(NC(=O)c3ccco3)c2)cc1	-3.1	-19	23	2.8	-0.9	3.0	-5	0	-6
CCOC(=O)Cn1c(=N)n(CCOc2ccc(OC)cc2)c2ccccc21	-1.1	17	3	0.7	-1.1	39*	/	-8	4
NC(=O)[C@@H]1CCCN1C(=O)c1cc(COc2ccc(F)cc2F)on1	-1.2	-7	-10	1.9	-0.8	0.9	-7	6	-7
O=C(Nc1ccc(S(=O)(=O)Nc2ncccn2)cc1)c1ccco1	-4.8	1	9	-0.8	-2.2	-0.3	-2	3	-7
Cc1ccc(NC(=S)Nc2ccc(OC(F)F)c(Cl)c2)cc1Cl	-3.1	-4	-15	5.8	-3.3	7.4	5	-1	-13
Cc1ccc(-c2nc3ccccc3[nH]2)cc1NC(=S)NC(=O)c1ccccc1Br	-1.7	-2	22	1.8	-4.6	-2.5	-1	-6	-4
COc1cc(C2C(C(=O)Nc3ccccc3OC)=C(C)Nc3ncnn32)ccc1O (stereo unspecified)	0.4	-1	17	-0.2	1.1	0.0	1	-2	3
Cc1ccsc1C1NC(=O)c2c(sc3c2CCN(C)C3)N1 (stereo unspecified)	4.2	0	3	2.6	1.6	2.6	/	-4	0
O=C(O)CCc1ccc(-c2ccc(Br)cc2)n1-c1ccc(O)cc1	-3.0	-26	28	/	-2.1	/	-10	32	-5
NC(=O)C1CCN(S(=O)(=O)c2ccc3c(c2)OCCO3)CC1	-1.3	-2	8	-0.1	-0.2	0.7	-7	-10	-13
COc1ccc(N(C(=O)CCl)C(C)(C(=O)Nc2c(C)cccc2C)c2ccccn2)cc1 (stereo unspecified)	-2.3	-4	-12	1.3	-3.1	1.9	/	-55	-8
O=S(=O)(Cc1cc(Sc2ccc(Cl)cc2)nc(-c2ccccc2)n1)c1ccccc1	-4.9	3	15	1.4	-3.6	0.3	-1	-14	9
COc1ccc(C(=O)NCc2cccs2)cc1S(=O)(=O)N1CCOCC1	-3.1	-10	32	0.5	-2.0	0.5	-6	-2	-6
COc1ccc(OC)c(NC(=O)c2cnc3n(c2=O)CCS3)c1	-1.6	-5	-3	-1.4	1.0	-0.2	3	9	3
O=C(O)C1CCC(Cn2c(SCc3cc(=O)n4cc(Br)ccc4n3)nc3ccsc3c2=O)CC1 (stereo unspecified)	-1.7	-20	20	0.1	-2.4	-0.6	8	9	-17
Cc1cccc(NC(=O)c2ccc(Cn3cc(C(F)(F)F)ccc3=O)cc2)c1	-1.4	-24	65*	0.4	-3.0	-0.6	-4	-5	-5
Cc1ccccc1NC(=O)CSc1nc2ccc(Nc3nc(N4CCOCC4)nc(N4CCOCC4)n3)cc2s1	3.4	-17	/	/	-1.1	/	-1	-22	-4
O=C(NC1CCCC1)C(c1ccc(Cl)cc1)N1CCc2ccccc21 (stereo unspecified)	-5.9	1	2	-0.1	-2.8	-0.9	4	1	-9
COc1ccc(NC(=O)c2c(F)cccc2F)cc1S(=O)(=O)Nc1ccc(Br)cc1	-0.4	-16	-37	4.2	0.7	6.8	-5	-29	17
COc1ccc(OCC(=O)N2CCN(S(=O)(=O)c3ccccc3[N+](=O)[O-])CC2)cc1	-0.6	-13	28	1.9	0.2	0.9	9	-2	-8
C/C(=N\O)c1c(O)cc(-c2ccccc2)n(-c2ccccc2)c1=O	-2.7	-13	25	0.3	-2.3	-0.6	-3	-26	-9
O=C(C1=C[C@H](c2coc3ccccc3c2=O)C[C@H](OCCCCO)O1)N1CCN(Cc2ccccc2)CC1	-1.9	-31	30	0.5	-0.8	-1.3	-5	-12	-5
Clc1ccc(C(c2nnnn2C2CCCC2)N2CCSCC2)cc1 (stereo unspecified)	-2.4	-5	-4	-1.0	-3.4	-2.2	-7	4	7
c1ccc(OCc2nc3ccccc3[nH]2)cc1	-0.9	3	11	-0.9	-1.4	-1.1	-3	-4	-9
CCOC(=O)Cc1csc(NC(=O)Cc2ccc([N+](=O)[O-])cc2)n1	-3.0	2	-12	2.1	-3.0	0.8	-3	4	0
CCOC(=O)C1CCCN(C(=O)c2cn(CC)c(=O)c3cc(OC)c(OC)cc23)C1 (stereo unspecified)	-4.5	-28	0	-0.5	-3.2	-0.7	-3	5	-15
OCC[C@@H]1C[C@H](O)[C@@H](O)[C@@]2(CCc3ccccc3O2)O1	-2.5	-8	5	0.1	-0.7	0.3	-6	1	-3
CCSc1nc2nn(-c3ccccc3)c(=O)c-2c2n1CCCCC2	1.0	-6	10	-1.9	1.5	-2.3	-4	-2	-7
Cn1nc(C(=O)Nc2nnc(C3CC3)s2)c2ccccc2c1=O	-3.8	-14	5	-1.0	-1.0	-0.6	-8	-8	-1
CCc1ccccc1NC(=O)Cc1ccc(-n2cccc2)cc1	-1.3	-13	-2	0.2	-2.1	-2.5	1	-2	0
COc1ccc(/C=C(\C#N)C(=O)NCCc2ccccc2)cc1OCc1ccccc1	-4.1	-5	-3	0.6	-3.4	0.5	-4	-8	-14
Cc1cc(C)c(NS(=O)(=O)c2ccc(NC(=O)c3cccs3)cc2)c(C)c1	-0.8	-9	8	9.2	-2.3	6.5	-1	-5	-5
CC(C)Cc1nnc(NC(=O)CCC(=O)NCc2ccccc2Cl)s1	-1.9	-10	34	-0.1	-4.5	-0.5	-7	6	-10
Cc1cc(C)n2cc(CSCC(=O)O)nc2n1	-4.0	0	-8	-0.2	-1.6	1.8	-4	-5	-4

Given in markdown: part of the list above
| compound | IMP-1 inh | FID counter | PHOSPHO1 inh | V1R ag counter | VIM-2 inh | OXTR agonist | GalR3 antag | HCV NS3 hel inh | GPR7 antagonist |
| --- | --- | --- | --- | --- | --- | --- | --- | --- | --- |
| CCc1ccccc1NC(=O)Cc1ccc(-n2cccc2)cc1 | -1.3 | -13 | -2 | 0.2 | -2.1 | -2.5 | 1 | -2 | 0 |
| COc1ccc(/C=C(\C#N)C(=O)NCCc2ccccc2)cc1OCc1ccccc1 | -4.1 | -5 | -3 | 0.6 | -3.4 | 0.5 | -4 | -8 | -14 |
| Cc1cc(C)c(NS(=O)(=O)c2ccc(NC(=O)c3cccs3)cc2)c(C)c1 | -0.8 | -9 | 8 | 9.2 | -2.3 | 6.5 | -1 | -5 | -5 |
| CC(C)Cc1nnc(NC(=O)CCC(=O)NCc2ccccc2Cl)s1 | -1.9 | -10 | 34 | -0.1 | -4.5 | -0.5 | -7 | 6 | -10 |

Later entries
SMILES	IMP-1 inh	FID counter	PHOSPHO1 inh	V1R ag counter	VIM-2 inh	OXTR agonist	GalR3 antag	HCV NS3 hel inh	GPR7 antagonist
O=C(CN1C2CCC1CC(NC(=O)C1CC1)C2)NCc1ccccc1 (stereo unspecified)	-0.7	6	-4	-0.9	-1.1	-0.4	2	-2	6
CCN(CC)C(=O)CSc1nc(O)c(Cc2ccccc2)c(=O)n1-c1ccc(C)cc1	-2.3	-37	6	0.3	-1.1	0.5	2	6	-18
COc1ccc(CNC(=O)CN(C(=O)c2cc3sccc3n2C)C2CCCC2)cc1	-3.7	-4	-48	1.0	-0.5	2.0	-3	-6	5
CC(C)(C)C(=O)[C@@H]1[C@@H]2C(=O)N(C3CCCCC3)C(=O)[C@@H]2[C@H]2c3ccccc3C=CN12	-3.4	-4	38	-0.5	-2.8	-1.2	-1	-1	14
O=C(CSc1nnc(NC(=O)c2ccco2)s1)NC1CCCCC1	-2.1	1	3	1.1	-0.2	1.1	-2	0	-10
CCNS(=O)(=O)c1ccc(CCC(=O)Nc2cc(Cl)ccc2Oc2ccccc2)cc1	-0.7	-13	30	3.4	2.0	2.8	-2	-16	-8
O=C(Nc1ccc(Cl)cc1)Nc1cnccn1	-2.4	7	41	2.8	-2.9	1.8	0	-7	-10
O=C(NCC1CCCN(C(=O)c2cscn2)C1)c1ccccc1Cl (stereo unspecified)	-2.4	8	33	0.0	-3.9	-0.5	-1	2	1
CCOC(=O)Cn1c(S(=O)(=O)Cc2ccccc2Cl)nc(-c2ccccc2)c1-c1ccccc1	-4.0	-28	26	-0.1	-3.2	-0.6	/	-15	15

Not a hit list (roughly 4.3% active in at least one column).
